# Source: PubChem BioAssay
# IDH1 R132H inh – blocks human IDH1 R132H reductase activity. O75874. diaphorase/resazurin fluorescence, 60 min. inhibition, % at 10 µM. 70,000 tested, 0.18% active; in the data active means inhibition above about 34%;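 further: 0% = DMSO and 100% = no enzyme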
# Target sequence (O75874 whole entry R132H): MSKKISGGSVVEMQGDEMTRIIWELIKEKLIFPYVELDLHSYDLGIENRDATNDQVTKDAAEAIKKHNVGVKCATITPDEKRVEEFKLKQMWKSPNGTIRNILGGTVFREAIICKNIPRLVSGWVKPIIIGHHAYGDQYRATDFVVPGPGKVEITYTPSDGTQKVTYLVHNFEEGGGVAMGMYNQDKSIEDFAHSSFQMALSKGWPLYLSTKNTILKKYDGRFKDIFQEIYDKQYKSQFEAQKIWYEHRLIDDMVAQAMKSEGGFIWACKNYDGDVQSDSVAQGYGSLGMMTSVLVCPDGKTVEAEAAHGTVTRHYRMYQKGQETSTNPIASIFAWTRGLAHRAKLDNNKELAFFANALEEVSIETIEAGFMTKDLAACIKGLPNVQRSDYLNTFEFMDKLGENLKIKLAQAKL
# EZH2 inh – EZH2 (human) methyltransferase inhibition; Q15910; PRC2 H3K27 methylation, DELFIA TRF, 1 h; inhibition, % at 12.5 µM; 57,000 tested, 0.35% active;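 active means mean inhibition of replicates at least 50% and every single replicate also reaching 50%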;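 further: dimethyl H3K27 on biotinylated H3 21-44 peptide detected by antibody; plate controls were median neutral control wells for no effect and median positive control wells for full effect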
# The depositor's hits bear a star; . = no result given. These rows are one share of the data; count on the stated rates, not on these rows.
# Every second line gives: IDH1 R132H inh	EZH2 inh
> CO[C@H]1CN(C)C(=O)c2cc(NC(C)=O)ccc2OC[C@H](C)N(C(=O)C2CCCCC2)C[C@@H]1C
    0.1	0
> CCOc1ccc(NC(=O)CC2NC3CCCCC3NC2=O)cc1 (stereo not given)
    0.5	4
> Cc1ccc(N(C(=O)COc2ccc(C(C)(C)C)cc2)C2C=CS(=O)(=O)C2)cc1 (stereo not given)
    0.1	-9
> CC(=O)O[C@@]1(C)C[C@@H](OC(=O)/C=C/c2ccc(O)cc2)[C@@H]2C(C(=O)O)=COC(O[C@@H]3O[C@H](CO)[C@@H](O)[C@H](O)[C@H]3O)[C@@H]21 (stereo not given in full)
    1.9	.
> O=C(CSc1nc2ncccc2[nH]1)Nc1ccccc1F
    0.1	1
> O=C(COc1ccccc1[N+](=O)[O-])Nc1ccccc1N1CCN(C(=O)c2ccccc2)CC1
    0.5	-3
> Cc1noc(C)c1NC(=O)Nc1cccc2c1O[C@H](CN(C)Cc1ccc(Cl)c(Cl)c1)[C@H](C)CN([C@H](C)CO)C2=O
    0.8	-4
> CO[C@H]1CN(C)C(=O)c2cc(NS(=O)(=O)c3ccc(F)cc3)ccc2OC[C@@H](C)NC[C@@H]1C
    -0.4	6
> Nc1nc(Cl)nc2c1ncn2C1C[C@@H](O)C(CO)O1 (stereo not given in full)
    0.9	.
> Cc1noc(C)c1S(=O)(=O)Nc1ccc2c(c1)CC(=O)N([C@@H](C)CO)C[C@@H](C)[C@H](CN(C)C)O2
    4.2	-12
> COc1ccc(NC(=O)CN2CCN(S(=O)(=O)c3ccc(C)cc3C)CC2)cc1
    -0.1	10
> COCC#Cc1cnc2c(c1)C(=O)N([C@H](C)CO)C[C@H](C)[C@@H](CN(C)C(=O)c1ccc(F)cc1)O2
    0.0	12
> O=C(C[C@H]1CC[C@H](NS(=O)(=O)c2ccccc2)[C@H](CO)O1)NCCN1CCCCC1
    -0.1	-7
> NC(=O)[C@@H]1[C@H]2C(=O)O[C@H](c3ccccc3)[C@H](c3ccccc3)N2[C@H](c2ccc(OCCO)cc2)[C@@]12C(=O)Nc1ccc(C#CC3(O)CCCCCC3)cc12
    .	-29
> COc1ccc(CN(C)C[C@H]2Oc3c(NS(=O)(=O)c4ccccc4)cccc3C(=O)N([C@H](C)CO)C[C@@H]2C)cc1
    0.9	.
> COCC(=O)N(C)C[C@H]1Oc2ncc(C#CC3(O)CCCC3)cc2C(=O)N([C@H](C)CO)C[C@@H]1C
    -1.5	9
> C[C@H]1CN([C@@H](C)CO)C(=O)Cc2cc(NS(=O)(=O)c3ccc(F)cc3)ccc2O[C@H]1CN(C)C(=O)Nc1ccc(F)cc1
    1.2	.
> CO[C@H](CN(C)C(=O)c1cnccn1)[C@@H](C)CN([C@@H](C)CO)S(=O)(=O)c1ccc(Cl)cc1
    0.2	2
> COc1ccc(CN(C)C[C@H]2Oc3ccc(NS(=O)(=O)c4ccc(F)cc4)cc3C(=O)N([C@H](C)CO)C[C@@H]2C)cc1
    .	6
> CCC(=O)N1C[C@@H](C)[C@@H](OC)CN(C)C(=O)c2cc(NC(=O)c3cnccn3)ccc2OC[C@H]1C
    0.3	4
> COc1cccc(NC(=O)N(C)C[C@@H]2Oc3cc(-c4ccccc4OC)ccc3S(=O)(=O)N([C@H](C)CO)C[C@H]2C)c1
    .	-5
> COc1ccc(NC(=O)Nc2ccc3c(c2)CC(=O)N([C@H](C)CO)C[C@@H](C)[C@H](CN(C)C(=O)Nc2ccc(OC)cc2)O3)cc1
    -2.3	.
> CCCC#Cc1cnc2c(c1)C(=O)N([C@@H](C)CO)C[C@@H](C)[C@@H](CN(C)C(=O)Nc1cccc(F)c1)O2
    -4.8	-24
> COc1cccc(-c2nc(SCC(=O)Nc3cccc(C(F)(F)F)c3)[nH]c(=O)c2C#N)c1
    0.9	68*
> C[C@@H]1CN([C@H](C)CO)C(=O)c2cc(NC(=O)c3ccncc3)ccc2O[C@@H](C)CCCCO[C@@H]1CN(C)C(=O)Cc1ccccc1
    1.3	.
> COc1ccc(NC(=O)N(C)C[C@H]2Oc3ccc(NC(=O)c4ccncc4)cc3CC(=O)N([C@@H](C)CO)C[C@H]2C)cc1
    1.8	4
> CCC(=O)N1C[C@H](C)[C@@H](OC)CN(C)C(=O)c2cc(NS(C)(=O)=O)ccc2OC[C@H]1C
    0.0	5
> C[C@@H]1CCCCO[C@@H](CN(C)Cc2ccccc2)[C@@H](C)CN([C@H](C)CO)C(=O)c2cc(N(C)C)ccc2O1
    .	3
> O=C(C[C@@H]1C[C@@H]2c3cc(NC(=O)c4ccc5c(c4)OCO5)ccc3O[C@@H]2[C@H](CO)O1)NCC(F)(F)F
    -0.4	5
> C[C@H]1CN([C@@H](C)CO)C(=O)Cc2cc(NC(=O)C3CC3)ccc2O[C@@H]1CN(C)C(=O)NC1CCCCC1
    -0.3	.
> C[C@@H]1CCCCO[C@@H](CN(C)C(=O)c2ccccc2)[C@@H](C)CN([C@H](C)CO)C(=O)c2cc(NC(=O)CCCCCC(=O)Nc3ccccc3N)ccc2O1
    .	-4
> COc1ccccc1S(=O)(=O)Nc1ccc2c(c1)C(=O)N(C)C[C@H](OC)[C@@H](C)CN[C@H](C)CO2
    -0.4	-2
> COc1ccc(S(=O)(=O)Nc2ccc3c(c2)C(=O)N([C@@H](C)CO)C[C@@H](C)[C@@H](CN(C)S(=O)(=O)c2ccc(F)cc2)O3)cc1
    -0.3	.
> O=C(NCC[C@@H]1CC[C@H](NC(=O)C2CC2)[C@H](CO)O1)c1cc(Cl)cc(Cl)c1
    0.4	-2
> C[C@H]1CN([C@@H](C)CO)C(=O)CCCn2cc(nn2)CO[C@@H]1CN(C)Cc1ccccc1C(F)(F)F
    -0.4	-6
> CC(C)(C)OC(=O)CC[C@@]12N=C(c3ccc(OCCCO)cc3)O[C@@H]1c1ccccc1N(CCS(=O)(=O)c1ccccc1)C2=O
    .	18
> COc1cccc(OC)c1/C=N/NC(=O)c1cccc(C(=O)NO)c1
    .	-17
> COc1ccc(S(=O)(=O)N[C@@H]2CC[C@H](CCNC(=O)CN3CCOCC3)O[C@H]2CO)cc1
    -0.1	8
> COc1cccc(NC(=O)N(C)C[C@@H]2Oc3ncc(/C=C/c4ccccc4)cc3C(=O)N([C@H](C)CO)C[C@H]2C)c1
    .	-22
> C[C@H](CO)N1C[C@H](C)[C@H](CN(C)C(=O)CCCN(C)C)OCc2cn(nn2)CCCC1=O
    1.0	.

# An excerpt of these results, with tabs:
smiles	IDH1 R132H inh	EZH2 inh
COc1cccc(NC(=O)N(C)C[C@@H]2Oc3cc(-c4ccccc4OC)ccc3S(=O)(=O)N([C@H](C)CO)C[C@H]2C)c1	.	-5
CC(C)(C)OC(=O)CC[C@@]12N=C(c3ccc(OCCCO)cc3)O[C@@H]1c1ccccc1N(CCS(=O)(=O)c1ccccc1)C2=O	.	18
COc1cccc(OC)c1/C=N/NC(=O)c1cccc(C(=O)NO)c1	.	-17
COc1ccc(NC(=O)N(C)C[C@H]2Oc3ccc(NC(=O)c4ccncc4)cc3CC(=O)N([C@@H](C)CO)C[C@H]2C)cc1	1.8	4

# A second format for part of the listing above.
Molecule | IDH1 R132H inh | EZH2 inh
O=C(C[C@@H]1C[C@@H]2c3cc(NC(=O)c4ccc5c(c4)OCO5)ccc3O[C@@H]2[C@H](CO)O1)NCC(F)(F)F | -0.4 | 5
C[C@H]1CN([C@@H](C)CO)C(=O)Cc2cc(NC(=O)C3CC3)ccc2O[C@@H]1CN(C)C(=O)NC1CCCCC1 | -0.3 | .
C[C@@H]1CCCCO[C@@H](CN(C)C(=O)c2ccccc2)[C@@H](C)CN([C@H](C)CO)C(=O)c2cc(NC(=O)CCCCCC(=O)Nc3ccccc3N)ccc2O1 | . | -4
COc1ccccc1S(=O)(=O)Nc1ccc2c(c1)C(=O)N(C)C[C@H](OC)[C@@H](C)CN[C@H](C)CO2 | -0.4 | -2
COc1ccc(S(=O)(=O)Nc2ccc3c(c2)C(=O)N([C@@H](C)CO)C[C@@H](C)[C@@H](CN(C)S(=O)(=O)c2ccc(F)cc2)O3)cc1 | -0.3 | .

# The listing continues.
# Every second line gives: IDH1 R132H inh	EZH2 inh
> COc1ccc(NC(=O)N[C@H]2CC[C@H](CC(=O)NC3CCC3)O[C@@H]2CO)cc1
    0.5	11
> CCCNC(=O)[C@@H]1c2ccccc2C(=O)N(Cc2ccccc2OC)[C@H]1c1ccc(CO)cc1
    .	8
> COc1ccc(S(=O)(=O)Nc2ccc3c(c2)CC(=O)N([C@H](C)CO)C[C@H](C)[C@@H](CN(C)Cc2ccc(C(=O)O)cc2)O3)cc1
    -2.3	.
> CC(C)NC(=O)N(C)C[C@@H]1OCCCC[C@@H](C)Oc2ccc(NC(=O)Nc3ccc4c(c3)OCO4)cc2C(=O)N([C@@H](C)CO)C[C@H]1C
    1.5	.
> COC(=O)c1c(NC(=S)Nc2ccc(S(=O)(=O)N3CCOCC3)cc2)sc2c1CCC(C)C2 (stereo not given)
    -0.1	-6
> CCC(=O)N(C)C[C@@H]1Oc2cc(C#Cc3cccnc3)ccc2S(=O)(=O)N([C@H](C)CO)C[C@@H]1C
    2.1	14
> CCC(=O)Nc1ccc2c(c1)C(=O)N(C)C[C@H](OC)[C@H](C)CN(C(=O)NC(C)C)[C@H](C)CO2
    0.2	5
> O=S(=O)(N[C@H]1CC[C@H](CCn2cc(C3CC3)nn2)O[C@H]1CO)c1ccc(F)cc1
    0.2	-4
> CCCC#Cc1ccc2c(c1)O[C@@H](CN(C)C(=O)c1cnccn1)[C@H](C)CN([C@@H](C)CO)S2(=O)=O
    2.6	1
> C[C@H]1CN([C@@H](C)CO)C(=O)c2cc(NC(=O)CCN3CCOCC3)ccc2O[C@@H]1CN(C)Cc1ccc(Cl)c(Cl)c1
    -1.1	-1
> CCCNC(=O)N(C)C[C@H]1Oc2cc(C#CCC(C)C)ccc2S(=O)(=O)N([C@@H](C)CO)C[C@@H]1C
    -2.8	-1
> Cc1noc(C)c1NC(=O)Nc1ccc2c(c1)CC(=O)N([C@@H](C)CO)C[C@H](C)[C@H](CN(C)Cc1ccncc1)O2
    1.2	-5
> COc1ccc(S(=O)(=O)Nc2ccc3c(c2)C(=O)N([C@H](C)CO)C[C@@H](C)[C@@H](CN(C)Cc2ccc(Cl)c(Cl)c2)O3)cc1
    0.6	.
> COc1ccc(NC(=O)CN(c2cc(Cl)c(Cl)cc2Cl)S(C)(=O)=O)c(OC)c1
    0.2	-8
> Cc1ccc(-c2cc(C(=O)NCCCn3ccnc3)no2)cc1
    13	-2
> C[C@@H]1CN([C@@H](C)CO)C(=O)c2cccc(NC(=O)C3CCOCC3)c2O[C@@H]1CN(C)C(=O)NC1CCCCC1
    0.8	4
> C[C@@H]1CN([C@H](C)CO)S(=O)(=O)c2ccc(-c3cccnc3)cc2O[C@H]1CN(C)CC1CCOCC1
    .	-10
> Cc1cc(Cl)c(S(=O)(=O)Nc2ccc(F)cc2)cc1OCC(N)=O
    -0.1	0
> COc1ccc(NC(=O)Nc2ccc3c(c2)C(=O)N([C@@H](C)CO)C[C@H](C)[C@H](CN(C)S(C)(=O)=O)O3)cc1
    -0.6	.
> O=C(N[C@H]1CC[C@H](CCNS(=O)(=O)Cc2ccccc2)O[C@@H]1CO)c1ccccc1F
    0.0	-10
> C[C@@H]1CCCCO[C@@H](CN(C)C(=O)Nc2cccc3ccccc23)[C@H](C)CN([C@H](C)CO)C(=O)c2cc(NC(=O)CCC(F)(F)F)ccc2O1
    5.8	.
> CN(C)c1nc(NC(C)(C)C)nc(SCC(=O)Nc2ccccc2)n1
    1.1	3
> C[C@@H]1CN([C@H](C)CO)S(=O)(=O)c2ccc(-c3ccccc3)cc2O[C@@H]1CN(C)C(=O)Nc1ccccc1F
    -0.8	-19
> CC(C)NC(=O)Nc1cccc2c1O[C@H](CN(C)S(=O)(=O)c1ccc(F)cc1)[C@@H](C)CN([C@H](C)CO)C2=O
    .	-7
> Cc1ccc(S(=O)(=O)N[C@@H]2CC[C@H](CCNC(=O)C3CCC3)O[C@@H]2CO)cc1
    0.0	4
> COc1ccc(S(=O)(=O)Nc2ccc3c(c2)C(=O)N([C@H](C)CO)C[C@@H](C)[C@@H](CN(C)S(=O)(=O)c2ccc(Cl)cc2)OCCCC[C@H](C)O3)cc1
    -0.3	.
> O=C(CSc1n[nH]c(-c2ccco2)n1)c1c[nH]c2ccccc12
    0.0	-3
> CC(C)(C)[S@@](=O)N1Cc2cc(C(=O)NCc3ccc4c(c3)OCO4)nc(-c3cccc(-c4ccccc4)c3)c2[C@H]1CCO
    -0.2	-4
> CO[C@H]1CN(C)C(=O)c2cc(NC(=O)c3cnccn3)ccc2OC[C@H](C)N(CCc2ccccc2)C[C@H]1C
    0.1	4
> Cc1ccccc1-c1cnc2c(c1)C(=O)N([C@H](C)CO)C[C@H](C)[C@@H](CN(C)C(=O)CC1CC1)O2
    -2.1	4
> C[C@@H]1CCCCO[C@H](CN(C)S(=O)(=O)c2ccccc2)[C@H](C)CN([C@@H](C)CO)C(=O)c2cc(NS(=O)(=O)c3ccc(Cl)cc3)ccc2O1
    2.0	.
> COC(=O)N(C)C[C@H]1OCc2ccccc2-c2ccccc2C(=O)N([C@H](C)CO)C[C@H]1C
    1.4	3
> C[C@H](CO)N1C[C@H](C)[C@@H](CN(C)CC2CCCCC2)Oc2ccc(NC(=O)CCC(F)(F)F)cc2CC1=O
    -0.1	.
> CC(C)(O)CCCC(C)(O)c1ccc(C(=O)O)cc1O (stereo not given)
    0.2	.
> Cc1noc(C)c1NC(=O)N(C)C[C@@H]1Oc2ccc(NC(=O)Nc3cccc4ccccc34)cc2CC(=O)N([C@H](C)CO)C[C@H]1C
    -16	.
> CO[C@@H]1CN(C)C(=O)c2ccc(NC(=O)c3ccccc3)cc2OC[C@@H](C)N(C(=O)C2CC2)C[C@@H]1C
    .	-6
> C[C@@H]1CN([C@@H](C)CO)C(=O)c2cc(NC(=O)c3ccncc3)ccc2O[C@@H](C)CCCCO[C@H]1CN(C)C(=O)NC1CCCCC1
    0.6	.
> CCCC(=O)Nc1ccc2c(c1)OC[C@@H](C)N(CCC)C[C@H](C)[C@H](OC)CN(C)C2=O
    -0.1	1
